Bioassay records deposited in PubChem by several laboratories.
MEX-5 binding – C. elegans MEX-5 TCR-2 RNA binding activity | AID 1832 | 300,000 tested, 0.38% active | MEX-5/FITC-TCR2 RNA binding, fluorescence polarization; stronger effect = lower value | Q9XUB2 | activity score (negative = inhibition of binding), % at 10 µM;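 active means inhibition past about -25% in most replicates, and total fluorescence under double the plate's negative control median, limit read from the data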;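 further: 0% = DMSO and -100% = 5 µM competing unlabeled TCR2 RNA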
PAFAH1B2 inh – blocks human PAF acetylhydrolase 1b catalytic subunit 2; P68402; recombinant PAFAH1B2, FP-rhodamine activity probe, fluorescence polarization; inhibition, % at 3.39 µM; 340,000 tested, 1.2% active; AID 492953;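 active means inhibition above the mean of all tested compounds plus 3 SD, cut at about 24% in these data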;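 further: 0% = enzyme with DMSO and 100% = wells lacking PAFAH1B2; many of its hits are not listed in these tables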
Target sequence (P68402 whole entry, looked up): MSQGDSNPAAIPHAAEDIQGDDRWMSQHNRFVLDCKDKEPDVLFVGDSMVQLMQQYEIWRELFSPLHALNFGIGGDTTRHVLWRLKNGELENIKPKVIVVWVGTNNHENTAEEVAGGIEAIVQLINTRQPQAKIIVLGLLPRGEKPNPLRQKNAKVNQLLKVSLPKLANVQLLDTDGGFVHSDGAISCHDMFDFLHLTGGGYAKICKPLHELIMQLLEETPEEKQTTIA
pPAFAH FP inh – pPAFAH (human) enzyme inhibition; Q13093; recombinant pPAFAH, FP-rhodamine probe fluorescence polarization; inhibition, % at 3.39 µM; 330,000 tested, 1.5% active;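 active means inhibition above the mean inhibition across the screen plus 3 SD, cut at about 25% in these data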;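 further: inhibitors block binding of the rhodamine activity-based probe so polarization drops; 0% = enzyme with DMSO and 100% = wells lacking pPAFAH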
Target sequence (Q13093 whole entry, looked up): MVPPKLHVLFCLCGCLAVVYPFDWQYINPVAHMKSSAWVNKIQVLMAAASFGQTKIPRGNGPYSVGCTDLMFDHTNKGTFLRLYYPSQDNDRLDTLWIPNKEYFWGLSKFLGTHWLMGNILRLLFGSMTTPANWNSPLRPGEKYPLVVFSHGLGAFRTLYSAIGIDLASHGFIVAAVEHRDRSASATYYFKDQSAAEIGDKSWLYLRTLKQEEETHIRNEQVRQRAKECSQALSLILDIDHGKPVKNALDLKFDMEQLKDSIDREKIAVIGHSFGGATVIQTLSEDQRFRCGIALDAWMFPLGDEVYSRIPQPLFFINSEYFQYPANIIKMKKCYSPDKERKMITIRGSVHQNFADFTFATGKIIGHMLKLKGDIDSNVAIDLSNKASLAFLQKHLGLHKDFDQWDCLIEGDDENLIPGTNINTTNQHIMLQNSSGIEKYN
MCL1-BIM inh – disrupts human MCL1 binding to BIM-BH3 peptide. Q07820. GST-MCL1 / FITC-Bim-BH3 fluorescence polarization. inhibition, % at 10.9 µM. 320,000 tested, 0.68% active. AID 2057;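 active means inhibition above the mean inhibition of all tested compounds plus 3 SD, set per campaign, cut at about 40% in these data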;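 further: 0% = DMSO wells and 100% = unlabeled Bim-BH3 peptide control; higher means more loss of mP so more displacement of Bim peptide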
AHR activator – human AHR activation | P35869 | AHR-responsive luciferase reporter cells, luminescence | activation, % at 5 µM | 320,000 tested, 2.5% active | AID 2796; in the data active means activation above about 47%;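 further: 0% = vehicle wells and 100% = reference agonist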
Fam108B counter – Fam108B inhibition, counter-screen for RBBP9 inhibitors; inhibition, % at 9.51 µM; recombinant Fam108B, FP-Rh probe fluorescence polarization; AID 1947; 300,000 tested, 0.33% active;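 active means inhibition above the screen mean inhibition plus 3 SD, computed separately per campaign, cut at about 18% in these data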;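 further: inhibitors lower polarization as less probe binds the enzyme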
Bcl-xL primary – inhibitors of human Bcl-xL. GST-Bcl-xL / FITC-Bim BH3 peptide fluorescence polarization. 320,000 tested, 0.7% active. inhibition, % at 10.9 µM;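 active means inhibition above the mean of all tested compounds plus 3 SD, cutoff set per campaign, cut at about 30% in these data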;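 further: 0% = DMSO wells and 100% = unlabeled Bim-BH3 peptide competitor; inhibitors lower millipolarization by displacing the labeled peptide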
Target sequence (Q07817 whole entry, looked up): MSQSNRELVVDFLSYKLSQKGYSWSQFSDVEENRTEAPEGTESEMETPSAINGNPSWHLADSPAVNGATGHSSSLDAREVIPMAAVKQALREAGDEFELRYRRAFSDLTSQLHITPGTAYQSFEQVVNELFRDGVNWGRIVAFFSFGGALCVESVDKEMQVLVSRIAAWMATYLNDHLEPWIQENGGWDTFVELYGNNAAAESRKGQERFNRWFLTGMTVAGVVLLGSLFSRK
PME-1 primary – blocks human protein phosphatase methylesterase 1 | Q9Y570 | recombinant PME-1, FP-Rh probe fluorescence polarization | inhibition, % at 5.9 µM | 320,000 tested, 0.53% active | AID 2130;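 active means inhibition above the campaign mean of all compounds plus 3 SD, cut at about 26% in these data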;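 further: competitive labeling of PME-1 active site by serine hydrolase directed probe; 0% = PME-1 with DMSO and 100% = wells lacking PME-1 enzyme; inhibitors block probe labeling so polarization falls and inhibition rises; many of its hits are not listed in these tables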
GLD-1 TGE inh – GLD-1-TGE RNA interaction inhibition (C. elegans); Q17339; purified GLD-1 + fluorescein TGE RNA, fluorescence polarization; inhibition, % at 5.96 µM; 320,000 tested, 0.44% active; AID 2280;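 active means percent inhibition above a per-plate cutoff, the plate mean of test compounds plus 3 SD, cut at about 30% in these data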;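 further: 0% = DMSO wells with GLD-1 and probe and 100% = wells lacking GLD-1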
* marks the source's active call; other numbers are inactive results; . = not tested or not shown. A portion of the library, so the mix of outcomes need not match the whole.

SMILES	MEX-5 binding	PAFAH1B2 inh	pPAFAH FP inh	MCL1-BIM inh	AHR activator	Fam108B counter	Bcl-xL primary	PME-1 primary	GLD-1 TGE inh
CCOC(=O)c1cnc(SCc2ccc(C)cc2)nc1N	3.3	7	7	-1	-8	2	5	-4	-6
Nc1nnc(-c2cccc(Cl)c2Cl)c(N)n1	-2.0	-1	-2	4	-1	1	1	0	5
COC(=O)c1ccccc1NC(=O)CN(Cc1ccccc1)S(C)(=O)=O	-1.0	0	1	-1	-1	-3	-3	0	2
COc1ccc(S(=O)(=O)N2CC(C)N(C(=O)N(C)C)C2C)cc1 (configuration not stated)	1.5	2	0	6	0	2	3	1	4
COC(=O)c1ccc(NC(=O)c2ccc3c(c2)C(=O)N(C)C3=O)cc1	1.2	1	-3	-1	0	-2	3	-1	3
O=C(NC1CCCC1)C(c1ccc(F)cc1)N(C(=O)c1csnn1)C1CC1 (configuration not stated)	-0.8	1	3	3	-1	-3	0	2	-5
O=C(c1ccc(F)cc1)N1CCN(c2ncccn2)CC1	-0.8	-6	-3	13	-2	5	2	-6	-5
Cc1ccc(OCC(=O)N/N=C\c2ccc(C)o2)c(C)c1	2.2	7	5	10	2	-4	11	-1	-6
C=CCOc1ccc(C2/C(=C(\O)c3ccc4c(c3)OCCO4)C(=O)C(=O)N2CCCN2CCOCC2)cc1 (configuration not stated)	-0.8	1	10	6	1	-3	5	1	4
O=C1CCCN1CN1CCCCC1	1.3	-3	-5	-4	2	1	-6	-8	-7
CN1CCn2c1nc(N1CCCCC1)nc2=O	-0.4	8	-10	8	-1	0	10	-7	0
COc1ccc(C(=O)Sc2nncc3ccccc23)cc1	-1.5	5	4	1	9	-2	2	5	1
O=C(Oc1cccnc1)c1cc(S(=O)(=O)N2CCOCC2)ccc1Cl	-0.1	5	1	5	-2	0	8	1	6
COc1cc(-c2noc(-c3cccc(Cl)c3)n2)cc(OC)c1OC	-0.7	0	5	1	2	1	1	8	-2
COC(=O)[C@H](C)[C@H]1C[C@]1(C)[C@H](NC(=O)OCc1ccccc1)c1ccccc1	0.0	4	7	1	1	0	1	-2	5
O=C(c1cccs1)N(Cc1ccccn1)Cc1ccco1	-2.0	3	2	2	-3	6	6	2	10
O=C(COc1ccc2c3c(c(=O)oc2c1)CCC3)N[C@@H](Cc1ccccc1)C(=O)O	1.2	2	2	6	1	0	8	-5	2
CCOC(=O)Cc1csc(NS(=O)(=O)c2ccc(SC)cc2)n1	0.5	12	-7	-2	-2	-3	-1	-4	1
COc1ccc(CC(=O)N[C@@H](CCSC)C(=O)N2CCC3(CC2)NCCc2[nH]cnc23)cc1	-0.4	4	9	8	1	1	5	0	4
CCCCn1c(=O)[nH]c(=O)c2c1nc(-c1cccc(OC)c1)n2C	-0.4	-3	-1	-2	8	-2	1	-4	-3
N#C/C(C(=O)N1CCCC1)=C1/N=C(N)c2ccccc21	-2.9	1	-5	-6	4	0	-1	-4	-2
Cc1ccc(NC(=S)NC2CC3CCCC(C2)N3Cc2cccs2)cc1 (configuration not stated)	1.7	10	-1	7	2	0	3	1	1
C/C(CC(C)(C)c1ccccc1)=N\NS(=O)(=O)c1ccccc1	1.0	18	-1	-3	4	3	0	-1	6
CCOc1ccc(CCNC(=O)COC(=O)c2ccc(S(=O)(=O)N3CCCC3)cc2)cc1OCC	1.8	4	8	-22	4	2	-14	-4	7
COC(=O)c1ccc(CNC(=O)COC(=O)C2CCC(C(C)(C)C)CC2)cc1 (configuration not stated)	0.1	9	0	-12	0	-3	-6	-2	6

(more compounds)
SMILES	MEX-5 binding	PAFAH1B2 inh	pPAFAH FP inh	MCL1-BIM inh	AHR activator	Fam108B counter	Bcl-xL primary	PME-1 primary	GLD-1 TGE inh
COC(=O)c1sccc1NC(=S)NCc1ccc(Cl)cc1	1.5	4	7	-6	-1	2	-15	-4	2
O=C(CCn1cnnn1)Nc1ccccc1F	-3.2	2	5	-1	-1	1	5	-3	2
Cc1ccc(S(=O)(=O)NCC2CCC(C(=O)O)CC2)cc1 (configuration not stated)	1.6	9	1	-2	-1	1	1	3	4
CC(C)Cn1c(N)c(C(=O)COC(=O)c2ccccc2F)c(=O)n(C)c1=O	0.7	0	6	-5	-1	-5	5	-3	7
CNc1oc(-c2ccccc2F)nc1S(=O)(=O)c1ccc(C)cc1	2.0	-1	-7	4	-1	0	5	-4	8
CCOc1ccc(C(=O)C(C)OC(=O)Cn2c(C)csc2=O)cc1 (configuration not stated)	2.1	4	-5	3	2	3	1	-8	-4
Cc1ccc(C#CC[N+]2(CC#Cc3ccc(C)cc3)CCCCC2)cc1	-2.1	-3	6	3	2	2	3	4	8
CCN(C(=O)CN1CCC(C(=O)OC)CC1)c1c(N)n(Cc2ccccc2)c(=O)[nH]c1=O	.	5	-4	.	0	.	.	.	7
COCCNC(=S)N/N=C/c1ccc2c(c1)OCCO2	0.5	3	-4	1	14	3	-2	-3	2
Cc1c(C(=O)Nc2cccc(S(=O)(=O)N3CCOCC3)c2)oc2ccc(Br)cc12	.	-7	-1	.	-1	.	.	.	-4
O=C(CCS(=O)(=O)c1ccc(Br)cc1)N1CCN(c2ccccc2)CC1	.	5	5	-1	4	1	8	0	-3
Cc1ccc(C)c(N2CCN(C(=O)CSc3ccsc3[N+](=O)[O-])CC2)c1	-2.5	3	14	17	2	7	9	4	3
Cc1ccccc1OCCSc1nnc(C)n1-c1ccccc1	2.7	2	4	1	6	-3	4	0	-3
S=c1[nH]nc(-c2cccs2)n1/N=C/c1cn(-c2ccccc2)nc1-c1cccs1	-1.6	.	21	-4	9	-2	-9	9	-1
CCCCn1c(N)c(N(CC)C(=O)CN2C(=O)NC(C)(c3ccccc3)C2=O)c(=O)[nH]c1=O (configuration not stated)	-2.1	5	0	-1	-1	3	3	1	5
O=C(Nc1ccccc1C(=O)N1CCN(Cc2ccccc2)CC1)c1ccccc1	1.1	1	5	-1	2	-2	-1	1	-1
COc1ccc(C(=O)c2c(C)oc3ccc(O)cc23)c(OC)c1	-1.7	2	-5	3	7	-1	10	7	-3
CCOc1ccccc1CNC(=O)Cn1c(=O)oc2ccccc21	-2.6	2	4	2	7	1	1	2	-1
Clc1nnc(N2CCCCC2)c2ccccc12	0.5	-2	1	4	-10	-2	6	3	-7
CCOC(=O)c1cc(C)sc1NC(=O)C1CCC1	-0.6	-1	-4	7	-1	-2	2	2	3
Cc1ccccc1OCC1Cc2c(nc(N)c(C#N)c2N)O1 (configuration not stated)	.	1	-2	-3	1	-1	5	-4	2
CN(CC(=O)Nc1ccc(F)c(F)c1F)C(=O)/C=C/c1ccc(Cl)cc1	.	3	1	0	1	-1	2	0	5
CCOC(=O)Cn1c(O)c(N=NC(=O)CNC(=O)Cc2ccccc2)c2ccccc21	1.2	0	4	1	1	0	6	0	3
O=C(Nc1nonc1NC(=O)c1cccs1)c1cccs1	-0.9	3	0	-3	-1	-1	9	-1	7
c1ccc(CNc2ncnc3c2oc2ccccc23)nc1	-1.2	4	-2	9	18	0	2	-5	2

Some entries already given, limited to GLD-1 TGE inh and Fam108B counter:
| Molecule | GLD-1 TGE inh | Fam108B counter |
| --- | --- | --- |
| O=C(Nc1nonc1NC(=O)c1cccs1)c1cccs1 | 7 | -1 |
| Cc1ccc(C)c(N2CCN(C(=O)CSc3ccsc3[N+](=O)[O-])CC2)c1 | 3 | 7 |

More results:
SMILES	MEX-5 binding	PAFAH1B2 inh	pPAFAH FP inh	MCL1-BIM inh	AHR activator	Fam108B counter	Bcl-xL primary	PME-1 primary	GLD-1 TGE inh
COc1ccc(Cn2c(-c3ccc(OC)cc3)n[nH]c2=S)cc1	-6.0	4	4	-20	1	-3	-9	-7	2
CC(C)(C)c1nnc2sc(SC/C(O)=C(\C#N)c3nc4ccccc4[nH]3)nn2c1=O	-4.0	-1	20	-8	14	9	3	14	-6
COc1ccc(CC(=O)c2ccc(OC)c(OC)c2C)cc1OC	1.9	1	3	-3	-3	-1	4	-9	2
CCCCOc1ccc(C(O)(CC)CCN2CCOCC2)cc1 (configuration not stated)	0.7	-1	-2	5	-1	-5	-1	-1	9
CCN(CC(=O)Nc1c(F)cccc1F)C(=O)c1cccc(S(=O)(=O)N2CCN(c3ccccc3)CC2)c1	2.0	-1	5	5	2	10	-2	7	3
Cc1cccc(C(=O)N[C@H](C(=O)Nc2ccc(S(=O)(=O)NC3=NCCCCC3)cc2)C(C)C)c1	-2.7	6	2	-8	5	1	-16	-1	1
CC(C)c1cc(CNC(=O)CCc2nnc(CCCc3ccccc3)o2)on1	-0.3	4	5	10	1	2	6	6	2
O=c1[nH]cc(NCCNc2ncc(C(F)(F)F)cc2Cl)c(=O)[nH]1	-0.2	9	3	9	1	-2	4	2	10
COc1ccc(OC)c(S(=O)(=O)n2ccc(C)n2)c1	0.5	3	3	2	-1	1	3	2	-5
Cc1cccc(NC(=S)NC2CC3CCCC(C2)N3CC(C)C)c1 (configuration not stated)	-1.3	2	2	10	-1	1	8	-8	10
NS(=O)(=O)c1ccc(CCNS(=O)(=O)c2cccc(C(=O)O)c2)cc1	0.3	6	4	2	-1	6	1	2	-2
CCCN(C(=O)C(NC(=O)c1ccccc1)C(C)C)c1c(N)n(Cc2ccccc2)c(=O)[nH]c1=O (configuration not stated)	.	7	2	-9	1	.	-6	-4	2
Cc1cccnc1NC(=O)Nc1cccc2ccccc12	5.5	0	-2	27	14	-4	7	0	8
CS(=O)(=O)N(Cc1nnc(-c2cccs2)o1)c1ccc(Cl)cc1F	0.3	14	-2	5	3	2	4	0	5
Cc1ccc(Sc2ccc(/C=N/O)cc2[N+](=O)[O-])cc1	-0.2	6	14	-1	1	1	4	1	0
COc1ccc(NC(=O)NNC(=O)COc2ccc3ccccc3c2)cc1	1.4	-5	0	-2	7	-7	-1	-2	5
Cc1cccc(C(=O)N(Cc2ccco2)c2c(N)n(Cc3ccccc3)c(=O)[nH]c2=O)c1	.	7	2	-7	-1	.	0	4	8
CCC(=O)N(CCC1(C(C)C)CCOC(C)(C)C1)Cc1ccco1 (configuration not stated)	-1.8	4	1	-2	1	1	1	2	0
COCCNC(=O)c1cccc(OC2CCN(C(C)COc3ccccc3)CC2)c1 (configuration not stated)	-2.3	1	6	8	-2	2	11	0	2
Cc1ccc2cc3c(NC(=O)c4ccco4)nn(C)c3nc2c1	0.4	-3	3	6	82*	5	4	-10	4
Cc1nnc(NC(=O)c2csc3c2CCCC3)s1	-3.1	.	-1	4	55*	-4	7	1	9
CCOc1ccc(N(CC)S(=O)(=O)c2c(C)[nH]c(=O)[nH]c2=O)cc1	-1.1	7	3	0	2	0	0	-6	5
Cc1nc(Cl)nc(N(C)c2ccccc2)c1[N+](=O)[O-]	1.4	3	3	9	-2	-3	5	3	7
O=C(COC(=O)Cn1nc(-c2ccccc2)oc1=O)Nc1ccc(F)cc1	.	4	2	2	19	.	3	-2	2
O=C(COC(=O)c1ccccc1Br)NC1CCCC1	-0.3	6	7	7	-1	1	7	-1	2
O=C(Nc1ccccc1C(=O)NCCN1CCOCC1)c1ccco1	0.8	-2	20	2	4	2	-2	12	0
COc1ccc(NC(=O)CSCc2cc(=O)n3ccsc3n2)cc1	-0.9	2	3	-1	3	4	0	-4	1
O=C(NN1C(=O)C2C3C=CC(C3)C2C1=O)c1ccco1 (configuration not stated)	-0.1	-2	-2	2	-1	0	5	-11	1
COc1ccc(N(CC(=O)N2c3ccccc3CC2C)S(=O)(=O)c2c(C)noc2C)cc1 (configuration not stated)	1.6	2	-2	2	-1	-2	5	-4	5
